PLCb3 inh – human PLC-beta3 inhibitors, primary screen, biochemical, fluorescence; inhibition, % at 12.2 µM; Purified PLC-beta3, fluorogenic substrate; hit rate 0.18% among 370,000; 1-phosphatidylinositol 4,5-bisphosphate phosphodiesterase beta-3 (Homo sapiens), Q01970; in the data active means inhibition above about 11%;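 further: 0% = median of compound wells on plate and 100% = full blocker control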
UHRF1 binding – UHRF1 methylated DNA binding inhibitors, primary screen, counter-screen for MBD2 inhibitor project, biochemical, TR-FRET, human UHRF1, single concentration | UHRF1 binding to methylated oligo | hit rate 0.75% among 370,000 | inhibition, % at 4.4 µM; in the data active means inhibition above about 21%;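 further: UHRF1 SRA domain binding a hemimethylated CpG hairpin DNA probe; 0% = median of test compound wells and 100% = reference inhibitor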
ARFGAP1 inhibitor – inhibitors of rat ARFGAP1 GAP activity, primary screen, biochemical, fluorescence polarization, GDP tracer | ADP-ribosylation factor GTPase-activating protein 1 (Rattus norvegicus), Q62848 | Arfgap1-stimulated ARF1 GTP hydrolysis, GDP FP detection | inhibition, % at 16.5 µM | hit rate 0.26% among 360,000 | AID 651572, 2012;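 active means inhibition above a per-plate limit, mean inhibition of low control wells plus 3 SD, cut at about 25% in these data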;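 further: 0% = DMSO wells with enzyme and 100% = wells lacking Arfgap1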
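material = rat Arfgap1 catalytic domain, aa 1-136 | also added = human ARF1(Δ1-17)-GTP substrate | compound dosing = one concentration, 16.5 µM, DMSO 1.26% | times = GTP hydrolysis reaction 2 h at 25 °C | measured by = FP, GDP Alexa 633 tracer displaced from anti-GDP antibody, 620/688 nm | evaluation = percent inhibition of Arfgap1-stimulated GTP hydrolysis | replication = single well per compound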
DDE Tn7 FP inh – inhibitors of Tn7 peptide binding to fibrin DD(E), primary screen, biochemical, fluorescence polarization, human fibrin, Tn7 probe; Fibrinogen beta chain (Homo sapiens), P02675; FP displacement of FITC-Tn7 peptide from fibrin DD(E); 0% = median of compound wells per plate; inhibition, % at 8.3 µM; hit rate 0.13% among 370,000; AID 720508, 2013;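 active means inhibition above the mean of compounds falling within the control limits plus 3 SD of them, cut at about 14% in these data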;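 further: 0% = plate median of compound wells and 100% = 10 µM Aha-Tn7 peptide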
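Test system: human clot-derived fibrin DD(E) complex / Quantity: 2 µM final DD(E) protein / Incubation: 10 min plus 3 h, room temperature / Measured by: fluorescence polarization / Benchmarks: high control of 10 µM Aha-Tn7 peptide / Replicates: singlicate testing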
DDE Tn6 FP inh – inhibitors of Tn6 peptide binding to fibrin DD(E), primary screen, biochemical, fluorescence polarization, human fibrin, Tn6 probe | Fibrinogen beta chain (Homo sapiens), P02675 | Fibrin DD(E) TRITC-Tn6 fluorescence polarization displacement | inhibition, % at 8.3 µM | hit rate 0.21% among 370,000;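 active means inhibition above a per-campaign cutoff: mean of compounds within control limits plus 3 SD, cut at about 15% in these data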;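 further: 0% = median of all compound wells on the plate and 100% = blocking peptide control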
ADAM17 inh – ADAM17 inhibitors, primary screen, biochemical, QFRET; Disintegrin and metalloproteinase domain-containing protein 17 (Homo sapiens), P78536; recombinant ADAM17, EDANS/DABCYL FRET peptide cleavage; inhibition, % at 6.95 µM; hit rate 0.83% among 370,000; AID 720648, 2013;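 active means inhibition above the mean of compounds lying between control limits plus 3 SD, set per campaign, cut at about 8.5% in these data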;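 further: 0% = DMSO-only wells as the low control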
Target sequence (P78536 215-824 limits assumed): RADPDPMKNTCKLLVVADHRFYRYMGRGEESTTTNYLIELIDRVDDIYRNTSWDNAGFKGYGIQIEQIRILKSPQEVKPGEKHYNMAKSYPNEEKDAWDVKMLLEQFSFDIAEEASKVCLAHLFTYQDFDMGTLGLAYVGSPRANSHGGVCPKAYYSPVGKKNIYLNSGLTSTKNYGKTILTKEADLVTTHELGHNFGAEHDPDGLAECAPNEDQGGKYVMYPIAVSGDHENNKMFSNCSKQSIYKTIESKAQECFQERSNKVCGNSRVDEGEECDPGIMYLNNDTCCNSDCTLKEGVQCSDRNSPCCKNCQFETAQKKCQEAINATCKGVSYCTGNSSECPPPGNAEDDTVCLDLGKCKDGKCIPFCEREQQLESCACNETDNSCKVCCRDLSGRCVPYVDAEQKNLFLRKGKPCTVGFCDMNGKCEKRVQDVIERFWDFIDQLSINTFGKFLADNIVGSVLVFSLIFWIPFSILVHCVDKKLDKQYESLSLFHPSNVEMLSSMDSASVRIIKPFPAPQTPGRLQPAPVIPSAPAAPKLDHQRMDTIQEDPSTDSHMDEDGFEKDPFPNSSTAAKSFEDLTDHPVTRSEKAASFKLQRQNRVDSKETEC
MBD2 inh – inhibitors of MBD2 binding to methylated DNA, primary screen, biochemical, TR-FRET, DNA-binding domain, human. Methyl-CpG-binding domain protein 2 (Homo sapiens), Q9UBB5. MBD2 binding to methylated oligonucleotide. inhibition, % at 4.4 µM. hit rate 0.31% among 370,000; in the data active means inhibition above about 13%
Target sequence (Q9UBB5 whole entry, looked up, the tested form may be a part): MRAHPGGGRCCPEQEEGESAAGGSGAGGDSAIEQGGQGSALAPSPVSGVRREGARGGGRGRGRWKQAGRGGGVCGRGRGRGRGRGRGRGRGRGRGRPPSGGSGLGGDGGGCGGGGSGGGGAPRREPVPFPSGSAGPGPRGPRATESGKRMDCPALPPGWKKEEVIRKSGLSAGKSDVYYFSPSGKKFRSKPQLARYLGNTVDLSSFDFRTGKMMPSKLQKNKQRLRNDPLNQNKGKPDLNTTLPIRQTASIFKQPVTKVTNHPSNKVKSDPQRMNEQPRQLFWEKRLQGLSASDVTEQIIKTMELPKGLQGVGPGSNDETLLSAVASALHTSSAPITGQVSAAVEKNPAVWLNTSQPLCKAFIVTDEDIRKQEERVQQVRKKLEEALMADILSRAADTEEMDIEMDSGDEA
ASAP1 GAP inh – inhibitors of human ASAP1 ArfGAP activity, primary screen, biochemical, fluorescence polarization | Arf-GAP with SH3 domain, ANK repeat and PH domain-containing protein 1 (Homo sapiens), … | ASAP1-stimulated ARF1 GTP hydrolysis, GDP FP detection | inhibition, % at 16.5 µM | hit rate 0.19% among 360,000 | AID 624377, 2012; in the data active means inhibition above about 25%;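 further: 0% = vehicle with enzyme and substrate and 100% = no enzyme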
PLC-gamma1 inh – PLC-gamma1 enzyme inhibitors, primary screen, biochemical, fluorescence, purified enzyme; inhibition, % at 12.2 µM; hit rate 0.84% among 370,000; 1-phosphatidylinositol 4,5-bisphosphate phosphodiesterase gamma-1 (Homo sapiens), P19174; fluorogenic substrate; AID 720700, 2013; in the data active means inhibition above about 9.5%
proKLK7 act – proKLK7 zymogen activators, primary screen, biochemical, fluorescence intensity; Kallikrein-7 (Homo sapiens), P49862; purified proKLK7, EDANS-DABCYL substrate fluorescence; 100% is mature enzyme control, 0% vehicle; activation, % at 7 µM; hit rate 0.9% among 370,000; AID 652039, 2013;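 active means activation above the mean of all tested compounds plus 3 SD, computed per campaign excluding outliers beyond control limits, cut at about 13% in these data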
Active calls of the source: *.

1: CC(OC(=O)c1ccc(Cl)nc1)C(=O)Nc1ccc2c(c1)OCO2 (stereo not given)
2: COc1ccc2[nH]cc(CC(=O)O)c2c1
3: Cc1ccc(-c2csc3nc[nH]c(=O)c23)cc1
4: Oc1cccnc1CN1CCCCC1
5: CCn1cc(C(=O)NCCCN2CCCC(C)C2)c(=O)c2cc(S(=O)(=O)N(C)C3CCCCC3)ccc21 (stereo not given)
6: CCOc1ccc(-n2c(C)c(C(C)=O)c3cc(OC(C)=O)ccc32)cc1
Compound,1,2,3,4,5,6
PLCb3 inh,-5,-9,-1,-6,-8,-2
UHRF1 binding,1,0,0,-1,2,-3
ARFGAP1 inhibitor,-2,1,7,2,8,1
DDE Tn7 FP inh,2,3,9,2,0,3
DDE Tn6 FP inh,-4,8,6,-8,-7,2
ADAM17 inh,0,-3,1,-6,-1,-1
MBD2 inh,-3,5,-6,3,0,1
ASAP1 GAP inh,1,8,-1,1,10,1
PLC-gamma1 inh,-3,-3,0,-7,-1,-1
proKLK7 act,0.0,-0.1,0.1,0.1,-0.3,0.1

7: CCCCOc1ccc(C(=O)N2CCCCCC2)cc1
8: O=C(COC(=O)/C=C/c1ccc(Cl)cc1Cl)NCC1CCCO1 (stereo not given)
9: CCOC(=O)[C@H]1[C@H]2COc3ccc(Cl)cc3[C@@H]2N2C(=O)CN(Cc3ccc(OC)cc3)C(=O)[C@@]12C
10: Cc1ccccc1S(=O)(=O)Cc1ccc(C(=O)NCCN(CC(C)C)CC(C)C)o1
11: CCOc1ccc(C(=O)O/N=C(\N)c2ccccn2)cc1OCC
12: Cc1ccc(S(=O)(=O)N(CC(=O)c2ccccc2)C(=O)N2CCN(C)CC2)cc1
Compound,7,8,9,10,11,12
PLCb3 inh,1,-5,-2,-6,0,-9
UHRF1 binding,1,-1,-1,1,4,2
ARFGAP1 inhibitor,1,8,5,0,-5,6
DDE Tn7 FP inh,10,2,0,12,-11,-2
DDE Tn6 FP inh,-2,0,-17,9,-6,2
ADAM17 inh,-6,1,0,-2,1,-3
MBD2 inh,2,-8,-4,1,1,9
ASAP1 GAP inh,-4,-4,-2,0,2,2
PLC-gamma1 inh,-1,1,2,3,3,-1
proKLK7 act,-0.8,0.4,0.5,0.0,-0.1,0.0

13: CC(C)[C@H](NC(=O)c1ccco1)C(=O)N1CCC[C@H]1C(=O)NCc1ccccc1
14: COc1ccc(CNC(=O)Nc2nnc([C@H]3C[C@H](O)[C@@H](CO)O3)s2)cc1
15: OCCCNC(=S)Nc1ccc(Oc2ccccc2)cc1
16: O=C(CN1C(=O)NC2(CCCCC2)C1=O)N1CCN(c2ncccn2)CC1
17: CC(=O)c1c(C)[nH]c(C(=O)NCCCN2CCCC2)c1C
18: O=C(O)Cn1cc(/C=C/[N+](=O)[O-])c2ccccc21
Compound,13,14,15,16,17,18
PLCb3 inh,1,4,4,-5,6,-3
UHRF1 binding,-3,-2,1,0,-1,-5
ARFGAP1 inhibitor,12,1,-2,9,-4,0
DDE Tn7 FP inh,-2,-2,0,2,1,-7
DDE Tn6 FP inh,2,-5,0,5,-1,6
ADAM17 inh,-3,-1,-1,-7,-5,-1
MBD2 inh,-7,4,-3,3,0,-7
ASAP1 GAP inh,2,-1,-1,-5,-1,0
PLC-gamma1 inh,0,2,6,-3,2,-8
proKLK7 act,0.5,-0.5,-0.5,0.7,-0.5,-0.6

19: Cc1[nH]c2ccccc2c1/C=C(\C#N)C(=O)NCC1CCCO1 (stereo not given)
20: COc1ccc(C(=O)N2CCc3cc(OC)c(OC)cc3C2c2cccc([N+](=O)[O-])c2)cc1OC (stereo not given)
21: COc1ccc(-c2csc(NC(=S)NC(=O)/C=C/c3ccco3)n2)cc1OC
22: CCN(CC)CCNC(Cc1ccccc1)c1cccc(OC)c1 (stereo not given)
23: CC1(C)CC(=O)C2=C(C1)NCN(Cc1ccccc1)C2
24: Cc1nc2ccccc2nc(=O)c1NNc1ccccc1
Compound,19,20,21,22,23,24
PLCb3 inh,0,2,-2,2,-6,-4
UHRF1 binding,-4,-1,3,-1,-1,-1
ARFGAP1 inhibitor,-12,7,7,1,4,2
DDE Tn7 FP inh,4,1,-1,-6,-7,-1
DDE Tn6 FP inh,-5,-2,-7,-6,-2,4
ADAM17 inh,1,-10,2,0,-5,0
MBD2 inh,-5,-2,-2,-2,2,-2
ASAP1 GAP inh,-4,-4,2,-4,5,6
PLC-gamma1 inh,-2,1,4,-2,-3,1
proKLK7 act,-0.2,-0.1,-0.6,0.5,-0.1,-0.3

25: COc1ccc2cc3cc(C(=O)N4CCCCC4C)oc3nc2c1 (stereo not given)
26: C=CCc1c(C)[nH]c(=S)c(C#N)c1C
27: CCN(CC)c1ccc(NC(=S)NC(=O)c2cccs2)cc1
28: CC(C)(C)c1cc(C(=O)NCC(=O)OCC(=O)c2cccc([N+](=O)[O-])c2)cc(C(C)(C)C)c1
29: Cn1c2c(c(=O)c3ccccc31)CCCC2
30: O=C(N/N=C/c1ccc(Sc2nc3ccccc3[nH]2)o1)c1ccncc1
Compound,25,26,27,28,29,30
PLCb3 inh,-116,-8,-5,4,-2,-21
UHRF1 binding,-4,-2,-3,2,2,-1
ARFGAP1 inhibitor,6,22,8,-8,2,-2
DDE Tn7 FP inh,9,3,0,5,0,6
DDE Tn6 FP inh,0,2,-1,1,7,-1
ADAM17 inh,-151,2,2,3,-8,3
MBD2 inh,-1,-1,-5,-2,2,-6
ASAP1 GAP inh,21,4,-5,2,-14,5
PLC-gamma1 inh,-66,-7,4,1,1,-19
proKLK7 act,3.1,0.2,0.1,0.5,0.0,-0.1

An excerpt of these results, with values under each structure:
Sequence of screens – PLCb3 inh	UHRF1 binding	ARFGAP1 inhibitor	DDE Tn7 FP inh	DDE Tn6 FP inh	ADAM17 inh	MBD2 inh	ASAP1 GAP inh	PLC-gamma1 inh	proKLK7 act
#1 CC(OC(=O)c1ccc(Cl)nc1)C(=O)Nc1ccc2c(c1)OCO2 (stereo not given)
  -5	1	-2	2	-4	0	-3	1	-3	0.0
#2 COc1ccc2[nH]cc(CC(=O)O)c2c1
  -9	0	1	3	8	-3	5	8	-3	-0.1
#3 Cc1ccc(-c2csc3nc[nH]c(=O)c23)cc1
  -1	0	7	9	6	1	-6	-1	0	0.1
#4 Oc1cccnc1CN1CCCCC1
  -6	-1	2	2	-8	-6	3	1	-7	0.1
#5 CCn1cc(C(=O)NCCCN2CCCC(C)C2)c(=O)c2cc(S(=O)(=O)N(C)C3CCCCC3)ccc21 (stereo not given)
  -8	2	8	0	-7	-1	0	10	-1	-0.3
#6 CCOc1ccc(-n2c(C)c(C(C)=O)c3cc(OC(C)=O)ccc32)cc1
  -2	-3	1	3	2	-1	1	1	-1	0.1
#7 CCCCOc1ccc(C(=O)N2CCCCCC2)cc1
  1	1	1	10	-2	-6	2	-4	-1	-0.8
#8 O=C(COC(=O)/C=C/c1ccc(Cl)cc1Cl)NCC1CCCO1 (stereo not given)
  -5	-1	8	2	0	1	-8	-4	1	0.4
#9 CCOC(=O)[C@H]1[C@H]2COc3ccc(Cl)cc3[C@@H]2N2C(=O)CN(Cc3ccc(OC)cc3)C(=O)[C@@]12C
  -2	-1	5	0	-17	0	-4	-2	2	0.5
#10 Cc1ccccc1S(=O)(=O)Cc1ccc(C(=O)NCCN(CC(C)C)CC(C)C)o1
  -6	1	0	12	9	-2	1	0	3	0.0
#11 CCOc1ccc(C(=O)O/N=C(\N)c2ccccn2)cc1OCC
  0	4	-5	-11	-6	1	1	2	3	-0.1

More entries
31: COc1ccc(N(CC(=O)NC2CC3CCC2C3)S(=O)(=O)c2ccccc2)cc1OC (stereo not given)
32: Cc1cccc(N=C2NC(=O)/C(=C/c3cccs3)S2)c1
33: COC(=O)c1cnc(SCc2ccc(C)cc2)n1C
34: O=C(CNS(=O)(=O)c1ccc2c(c1)OCCCO2)N1CCN(Cc2ccccc2)CC1
35: CCOC(=O)C1(C)CCCN(C(=O)c2cccc3ccccc23)C1 (stereo not given)
36: COCCNC(=O)c1cn(C(C)c2ccccc2F)nn1 (stereo not given)
Compound,31,32,33,34,35,36
PLCb3 inh,-4,-6,0,-3,0,-4
UHRF1 binding,-1,5,0,0,2,3
ARFGAP1 inhibitor,11,-2,-2,-4,-1,8
DDE Tn7 FP inh,0,-6,0,-3,-7,1
DDE Tn6 FP inh,4,-1,-2,1,1,0
ADAM17 inh,0,3,0,1,-6,-5
MBD2 inh,0,-5,-2,-5,2,1
ASAP1 GAP inh,-5,-3,-7,0,13,4
PLC-gamma1 inh,2,4,2,2,0,-1
proKLK7 act,0.5,-0.2,0.4,0.3,0.3,0.8

37: COC(=O)c1cccc(N(CC(=O)NC2CCCC2)C(=O)CNC(=O)c2cccs2)c1
38: COc1ccccc1/C=C/c1ccc2cccc(O)c2n1
39: COc1cc(NC(=O)COC(=O)c2cnccn2)c(C)cc1[N+](=O)[O-]
40: O=C1c2cccnc2C(=O)N1Cc1ccccc1
41: COc1ccc(CC(=O)Nc2nc(C)cs2)cc1OC
42: CC(C)C[C@@H](C)C(=O)N(Cc1ccccc1)c1ccccc1
43: COC(=O)c1sccc1NC(=O)c1cccc(F)c1
44: O=c1[nH]c(C2CCN(S(=O)(=O)c3ccccc3)CC2)nc2c1nnn2Cc1cccc(Cl)c1
Compound,37,38,39,40,41,42,43,44
PLCb3 inh,-7,-61,0,5,8,-1,-4,-7
UHRF1 binding,2,-7,-2,1,1,1,5,3
ARFGAP1 inhibitor,5,-13,9,-4,4,22,6,-6
DDE Tn7 FP inh,-6,-1,5,4,3,-5,4,0
DDE Tn6 FP inh,-1,-5,2,1,-3,-4,-8,-10
ADAM17 inh,-2,-8,-2,1,-1,-5,0,4
MBD2 inh,1,0,-2,-4,0,2,7,8
ASAP1 GAP inh,-8,-6,-12,-17,-2,10,-5,2
PLC-gamma1 inh,-2,-41,2,4,2,0,-3,8
proKLK7 act,-0.1,1.3,-0.1,-0.4,-0.8,-0.5,0.4,-0.2

High-throughput results deposited in PubChem by The Scripps Research Institute Molecular Screening Center.
